# Screening data deposited in PubChem BioAssay by several laboratories.
# ZTA counter – ZTA (EBV) inhibition in EBNA-1 counter-screen | ZTA-DNA binding, fluorescence polarization | inhibition, % at 11 µM | 320,000 compounds, 0.15% hits | AID 2234; in the data active = inhibition above about 33%
# Target sequence (P03206 whole entry, looked up): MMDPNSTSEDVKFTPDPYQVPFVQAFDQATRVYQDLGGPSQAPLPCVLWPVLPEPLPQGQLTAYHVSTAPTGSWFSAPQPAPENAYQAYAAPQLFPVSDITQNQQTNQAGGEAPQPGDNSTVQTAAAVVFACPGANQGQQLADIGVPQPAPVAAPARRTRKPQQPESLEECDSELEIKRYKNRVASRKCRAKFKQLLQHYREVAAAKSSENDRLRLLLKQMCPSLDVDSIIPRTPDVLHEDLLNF
# TPT1 inhibitor – inhibitors of Candida albicans tRNA 2'-phosphotransferase TPT1 | recombinant caTPT1, FP RNA substrate dephosphorylation | inhibition, % at 5 µM | 300,000 compounds, 0.81% hits | AID 1962;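 active = inhibition above the mean of all tested compounds plus 3 SD, set per screening campaign, cut at about 24% in these data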;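 also: plate controls were DMSO alone for no effect and ferristatin control at 100 nM for full effect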
# Efflux pump mplx – antifungal efflux pump inhibition, Nile Red retention | S. cerevisiae Candida pump triplex | inhibition, % at 10 µM | 330,000 compounds, 0.44% hits | AID 485275;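 active = plate passing quality check with inhibition over a set limit, or well fluorescence over plate mean plus 4 SD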;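 also: Nile Red retained in pooled yeast measured as flow cytometry median fluorescence; 0% = buffer negative control and 100% = Enniatin B positive control; higher means more Nile Red kept so more efflux inhibition; some compounds called inactive have numbers as strong as hits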
# EBNA-1 inh – blocks EBNA-1 binding to DNA; inhibition, % at 14.8 µM; EBNA-1 DNA binding, fluorescence polarization; 300,000 compounds, 0.34% hits; in the data active = inhibition above about 28%
# PREPL inhibitor – inhibits the human prolyl oligopeptidase-like enzyme | recombinant PREPL, fluorescence polarization activity-based probe | Q4J6C6 | inhibition, % at 5.96 µM | 320,000 compounds, 0.68% hits; in the data active = inhibition above about 43%;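 also: 0% = enzyme with DMSO and 100% = wells lacking enzyme; many of its hits are not listed in these tables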
# PP5 inh – blocks human protein phosphatase 5 activity; P53041; purified PP5c, OMFP substrate fluorescence; inhibition, % at 6.7 µM; 320,000 compounds, 0.18% hits; AID 1987;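 active = inhibition above the campaign's mean inhibition across all tested compounds plus 3 SD, cut at about 9.5% in these data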;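 also: 0% = DMSO only and 100% = 100 µM cantharidin control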
# Target sequence (P53041 whole entry, looked up): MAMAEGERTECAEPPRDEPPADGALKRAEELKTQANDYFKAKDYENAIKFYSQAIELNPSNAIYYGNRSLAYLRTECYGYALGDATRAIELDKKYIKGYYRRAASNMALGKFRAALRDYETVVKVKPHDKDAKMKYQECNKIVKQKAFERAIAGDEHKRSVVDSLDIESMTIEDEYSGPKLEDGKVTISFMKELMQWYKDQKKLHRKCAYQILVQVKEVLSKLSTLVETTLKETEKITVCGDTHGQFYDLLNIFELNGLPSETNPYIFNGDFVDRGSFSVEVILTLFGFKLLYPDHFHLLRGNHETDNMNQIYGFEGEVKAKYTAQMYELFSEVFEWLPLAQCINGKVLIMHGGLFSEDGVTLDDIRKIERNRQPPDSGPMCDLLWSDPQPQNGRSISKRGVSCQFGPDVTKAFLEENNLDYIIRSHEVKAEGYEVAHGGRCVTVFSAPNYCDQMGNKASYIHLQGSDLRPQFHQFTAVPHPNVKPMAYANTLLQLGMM
# CTSL1 counter – cathepsin L1 inhibition, PFM18AAP counter-screen; 300,000 compounds, 0.49% hits; inhibition, % at 5.96 µM; recombinant F. hepatica cathepsin L1, Z-Leu-Arg-MCA fluorescence;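 active = inhibition above the mean of all tested compounds plus 3 SD, set per screening campaign, cut at about 17% in these data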;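 also: 0% = plate median of test compound wells and 100% = 1 µM Z-Phe-Ala-diazomethylketone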
# HCV core dimer – blocks dimerization of HCV core protein; TR-FRET GST/Flag-core106 dimerization, 1536-well; inhibition, % at 5 µM; 300,000 compounds, 0.33% hits; AID 1899;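 active = inhibition above the mean of all tested compounds plus 3 SD, set per screening campaign, cut at about 45% in these data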
#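 Material: GST/Flag-tagged HCV core106 proteins. Incubation: 4 h, 22.5 °C incubation. Read-out basis: inhibition (%) from 671 over 617 nm ratio. Measured by: TR-FRET, excitation 340 nm, emission 617 and 671 nm.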
# PP1 inh – PP1-alpha (human) inhibition in PP5 counter-screen. inhibition, % at 6.7 µM. 320,000 compounds, 0.9% hits. P62136. purified PP1alpha, OMFP fluorescence;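 active = inhibition above the mean inhibition of all tested compounds plus 3 SD, computed separately for each screening campaign, cut at about 15% in these data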
# Target sequence (P62136 whole entry, looked up): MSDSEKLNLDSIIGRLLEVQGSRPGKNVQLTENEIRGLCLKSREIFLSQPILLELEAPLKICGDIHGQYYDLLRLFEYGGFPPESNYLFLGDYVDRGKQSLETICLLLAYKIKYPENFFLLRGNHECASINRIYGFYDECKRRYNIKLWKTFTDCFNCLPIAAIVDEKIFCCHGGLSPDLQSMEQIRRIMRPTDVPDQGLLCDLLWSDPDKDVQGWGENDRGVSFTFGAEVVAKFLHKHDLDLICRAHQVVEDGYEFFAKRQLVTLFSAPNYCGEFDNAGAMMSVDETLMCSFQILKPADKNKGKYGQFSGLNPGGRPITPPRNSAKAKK
# * hit, by the source's call; / = no result given. The list is partial; the hit share may differ from the screen's.
SMILES	ZTA counter	TPT1 inhibitor	Efflux pump mplx	EBNA-1 inh	PREPL inhibitor	PP5 inh	CTSL1 counter	HCV core dimer	PP1 inh
Cc1ccc2c(C(=O)CN3CCCCC3)c(C)[nH]c2c1	-9	2	0.0	-3	13	-0.7	2	-2	-3
O=C([C@@H]1CCCN1C(=O)c1cccs1)N1CCN(S(=O)(=O)c2cccc(F)c2)CC1	5	/	-0.1	/	10	-3.9	/	/	-1
CC(n1cnnn1)C12CC3CC(CC(C3)C1)C2 (centres undefined)	-6	-1	0.0	-11	17	1.8	4	5	0
COc1ccc(CNC(=O)CSc2nnnn2Cc2ccccc2)cc1	6	1	-0.1	3	6	0.4	2	-2	0
COc1cc(OC)c(-c2nc3ccccc3s2)cc1OC	13	-1	0.1	-1	22	3.0	1	2	0
O=C(CCc1nnc2n(Cc3ccccc3Cl)c(=O)c3ccccc3n12)NCCCN1CCOCC1	-13	2	0.0	-2	-28	1.2	1	-5	-1
COCCn1c(=N)c(C(=O)NCc2ccco2)cc2c(=O)n3cc(C)ccc3nc21	5	-8	0.0	-1	11	-1.2	2	10	-1
Fc1cccc(Nc2nc3ccccc3n3cnnc23)c1	4	-5	-0.1	-12	-3	0.0	-1	-3	4
O=C(Cc1cccs1)Nc1ccc(-c2nc3ccccc3[nH]2)cc1	-29	-9	-0.1	3	-4	3.9	-1	-2	7
COCC(=O)OCC(=O)N1N=C(c2ccc(Cl)cc2)CC1c1ccco1 (centres undefined)	-4	4	0.0	-5	-96	1.1	-20	2	-2
O=C(CC1SC(=NCc2ccccc2)NC1=O)Nc1ccccc1 (centres undefined)	-16	3	0.0	-13	6	0.8	-1	1	-4
CCOCCCNC(=O)c1c[nH]c2cc(OC)ccc2c1=O	-3	-3	0.0	2	18	0.9	6	-3	-8
COc1ccc(Nc2cc(Sc3ccc(OC)cc3)ncn2)cc1	1	3	0.3	-14	23	2.0	1	2	1
CCn1c(SCc2nc3ccccc3[nH]2)nnc1-c1ccncc1	1	13	-0.1	0	-1	-0.6	0	0	0
CC(C(=O)NN)n1nnc(N2CCOCC2)n1 (centres undefined)	-4	-1	-0.1	7	21	-2.9	-1	-4	0
O=C(COC(=O)c1cnccn1)c1cccc([N+](=O)[O-])c1	12	1	-0.1	8	-4	0.0	-2	5	2
O=C(CSCc1ccccc1)N1CCN(c2ccccc2)CC1	-6	0	0.0	-3	-25	2.8	-12	-1	-2
O=C(/C=C/c1cc([N+](=O)[O-])ccc1OC(F)F)Nc1cccc2ccccc12	0	1	0.0	-2	6	0.7	0	4	2
COC(=O)c1nn(Cc2ccccc2)c(=O)c2ccccc12	5	-1	0.0	5	-9	0.6	1	-1	-3
CN(C)CCCN(C(=O)c1ccc(S(=O)(=O)N2CCCC2)cc1)c1nc2c(F)cc(F)cc2s1	-9	-3	0.1	-21	21	2.2	-3	-4	-6
Cc1ccc(C2CN(c3ccccc3)CC2C(=O)c2ccc(F)cc2)cc1 (centres undefined)	-5	-6	-0.4	4	14	2.7	-5	-1	0
CCCCn1c(N)c(N(Cc2ccccc2OC)C(=O)c2cc(CC)c(C)s2)c(=O)[nH]c1=O	-5	/	0.3	/	-5	1.4	/	/	7
CCC(=O)NC1CC2CCCC(C1)N2Cc1ccc(C)cc1 (centres undefined)	1	2	0.2	7	-20	1.6	-1	0	0
Cn1c(SCC(=O)Nc2ccccc2)nnc1-c1ccc(NC(=O)CCc2ccccc2)cc1	15	-1	0.0	26	-14	-0.2	0	8	-2
Cc1ccc(NC(=S)Nc2c(C)n(C)n(-c3ccccc3)c2=O)cc1	-3	-1	-0.1	6	3	-0.4	-5	-2	-2
Cc1cc2[nH]c(=O)c(=O)[nH]c2cc1S(=O)(=O)Nc1cccc(C)c1C	-5	-2	0.1	-13	4	1.4	-1	-2	2
CCC1CCCCN1C(=O)CSc1nnc(CNC(=O)COc2ccc(Cl)cc2)o1 (centres undefined)	1	1	0.3	-9	25	0.2	3	0	-2
COCCC(=O)NNS(=O)(=O)c1ccc(Cl)cc1	-2	-4	0.0	9	5	-0.2	3	-12	0
S=C(Nc1ccccc1)N1N=CCC1c1ccccc1 (centres undefined)	-12	1	0.2	-18	15	4.9	-3	2	-5
Clc1cc(-c2ccc(/C=N/n3cnnc3)o2)ccc1Br	-6	-2	0.0	6	-11	3.7	1	-8	4
CCOC(=O)C(NC(=O)CC)(Nc1cc(C)on1)C(F)(F)F (centres undefined)	-2	2	0.0	8	0	-0.6	-3	-4	-1
O=C(O)CCN1C(=O)C2C3c4ccccc4C(c4ccccc43)C2C1=O (centres undefined)	-4	-1	0.0	5	10	-1.3	3	2	-1
CCCCCCCCNc1nc(Cl)nc(NCCN2CCOCC2)n1	-1	1	0.1	-1	-1	-0.3	8	2	2
CCN(CC)CCN(C(=O)c1ccc2c(c1)CCCC2)c1nc2ccc(F)cc2s1	-3	0	0.0	-7	7	-1.1	-2	-2	-1
CC(=O)NCCn1c(SCC(=O)OCc2ccccc2)nc2ccccc2c1=O	8	2	-0.3	1	8	0.8	0	0	-4
Cc1ccc(S(=O)(=O)NCC(c2cccnc2)N(C)C)cc1 (centres undefined)	-8	-2	0.1	-3	5	2.2	-1	0	-5
COc1cc(-c2n[nH]c(=S)n2-c2ccccc2C(F)(F)F)cc(OC)c1OC	-2	0	0.0	-6	2	-1.6	1	-1	-2
CC(C(=O)Nc1ccccc1Sc1ccccc1)N(c1ccccc1)S(C)(=O)=O (centres undefined)	3	-3	0.1	-10	-17	5.1	0	6	0
Oc1c(Cl)cc(CN2CCCCC2)c2cccnc12	-7	-6	0.1	2	7	1.3	3	-9	7
COc1ccc(C(CNC(=O)c2cc(F)c(F)c(F)c2F)N2CCOCC2)cc1 (centres undefined)	20	4	0.2	-7	-14	2.5	0	8	-13
CC1CCN(S(=O)(=O)c2cccc(C(=O)Nc3ccccn3)c2)CC1	-6	4	0.3	-14	14	1.8	-4	3	-3
Cc1nc(C(=O)Nc2ccc(Cl)cc2)sc1C1(C)CC(c2cccc([N+](=O)[O-])c2)=NO1 (centres undefined)	-1	-1	-0.1	1	-2	-0.1	1	10	4
O=C(CCCCCn1c(=O)[nH]c2ccsc2c1=O)NCc1ccc(F)cc1	13	-1	0.0	12	-1	0.3	-1	0	0
CC(C)(C)NC(=O)Cn1c(SCC(=O)NC2CC2)nc2ccccc21	-7	-3	0.3	-13	12	1.9	1	-19	0
O=C(CSc1nnc(-c2ccccc2)c(-c2ccccc2)n1)N1CCOCC1	3	-1	0.0	-1	12	-2.0	1	-2	-1
O=C(O)COc1c(Cl)cc(/C=C2\NC(=O)NC2=O)cc1Br	1	-1	-0.1	9	12	0.9	2	-22	-2
Cc1ccc(NC(=O)CSc2ncccn2)cc1F	2	-5	0.2	-12	-5	0.0	-5	0	-2
O=C(NNc1ccccc1F)C1CCC1	7	-2	0.1	-5	4	-2.2	0	-4	-2
CC1CC(C)CN(C(=O)C(NS(=O)(=O)c2ccc3c(c2)oc(=O)n3C)C(C)C)C1 (centres undefined)	8	-4	-0.4	11	-2	-1.4	-7	-2	-4
CC(C)[C@H](NC(=O)[C@H](Cc1ccccc1)n1c(=O)[nH]c2ccccc2c1=O)C(=O)N[C@@H](Cc1ccccc1)C(=O)O	1	-3	-0.2	12	2	1.1	-1	0	-4

# Brought forward from above: 3 compounds, then new ones.
SMILES	ZTA counter	TPT1 inhibitor	Efflux pump mplx	EBNA-1 inh	PREPL inhibitor	PP5 inh	CTSL1 counter	HCV core dimer	PP1 inh
O=C(NNc1ccccc1F)C1CCC1	7	-2	0.1	-5	4	-2.2	0	-4	-2
CC1CC(C)CN(C(=O)C(NS(=O)(=O)c2ccc3c(c2)oc(=O)n3C)C(C)C)C1 (centres undefined)	8	-4	-0.4	11	-2	-1.4	-7	-2	-4
CC(C)[C@H](NC(=O)[C@H](Cc1ccccc1)n1c(=O)[nH]c2ccccc2c1=O)C(=O)N[C@@H](Cc1ccccc1)C(=O)O	1	-3	-0.2	12	2	1.1	-1	0	-4
Cc1csc(NC(=O)c2cc(=O)[nH]c3ccc(S(=O)(=O)N4CCOCC4)cc23)n1	-2	2	0.3	-4	12	2.7	-2	2	-3
CC(=O)CCc1c(C)nc2ccc(C(=O)O)cc2c1Cl	8	-4	-0.1	31*	10	1.8	2	-11	0
CCOC(=O)c1c(NC(=O)CN2C(=O)NC3(CCCCCC3)C2=O)sc(C)c1-c1ccc(C)cc1	1	2	-0.1	26	6	1.1	0	14	-1
O=C(Cc1ccccc1)N/N=C/c1ccc([N+](=O)[O-])s1	4	-2	-0.1	-2	8	0.5	-2	-6	-2
O=C(c1ccco1)N1N=C(c2ccc3nccnc3c2)CC1c1ccccc1 (centres undefined)	1	4	0.1	-3	-3	2.7	1	17	-2
CC(=O)Nc1ccc(OCC(O)Cn2c(CO)nc3ccccc32)cc1 (centres undefined)	6	4	-0.1	-7	-3	-2.7	0	-3	-5
CCN1CCCC1CNC(=O)C(=O)NC(C)c1ccccc1 (centres undefined)	8	-1	0.0	5	-8	-1.3	-3	-1	-6
c1csc(-c2ccc3ccccc3n2)c1	2	-6	0.0	2	-9	5.3	1	10	-1
CC(=O)/C(=C\N(C)C)Sc1ccc(C)cc1	-5	0	0.0	0	-7	0.0	-3	0	-5
CC(=O)Nc1cccc(-c2csc(Nc3cc(C)ccn3)n2)c1	1	-1	0.0	-10	10	5.7	2	-14	2

# Part of the list above, showing only TPT1 inhibitor, HCV core dimer and PREPL inhibitor.
canonical_smiles	TPT1 inhibitor	HCV core dimer	PREPL inhibitor
CC(=O)CCc1c(C)nc2ccc(C(=O)O)cc2c1Cl	-4	-11	10
CCOC(=O)c1c(NC(=O)CN2C(=O)NC3(CCCCCC3)C2=O)sc(C)c1-c1ccc(C)cc1	2	14	6

# Further structures
SMILES	ZTA counter	TPT1 inhibitor	Efflux pump mplx	EBNA-1 inh	PREPL inhibitor	PP5 inh	CTSL1 counter	HCV core dimer	PP1 inh
CCOC(=O)N1CCN(C(=O)CNC(=O)c2ccc(Cl)cc2)CC1	4	3	0.2	-10	12	-2.4	2	-5	-4
COc1ccc(/C=N/NC(=O)CNc2n[nH]c(=O)[nH]c2=O)cc1OC	-16	-5	0.0	-11	0	2.4	2	-6	-1
Cc1cc(-n2c(=S)sc3c(=O)n(-c4ccc(F)cc4)c(SCC(=O)O)nc32)ccc1Cl	17	0	-0.1	7	13	-1.7	-2	11	0
Cc1nc2cc(NC(=O)Nc3cccc([N+](=O)[O-])c3)ccc2n1C	11	1	0.6	2	0	2.5	3	-2	6
Cc1ccc(NC(=O)c2nc[nH]c2C(=O)N[C@@H](C)c2ccccc2)cc1	-18	5	0.0	-3	-15	7.1	6	-7	3
COc1ccc(CC(=O)c2c(O)cc(O)cc2O)cc1OC	1	3	0.0	2	11	-1.9	10	0	-4
O=C(COc1cccc(Cl)c1)Nc1ccc(N2CCOCC2)cc1	-12	-4	0.0	-6	46*	3.0	-4	1	-2
Cc1ccc(C2C(=O)N(C3CCC(C)CC3)CC(=O)N2C2CC2)cc1 (centres undefined)	-3	-2	-0.1	3	4	0.0	1	-2	-1
Cc1ccc(OCC(=O)N/N=C2/SCC(=O)N2Cc2ccccc2)cc1	3	1	0.2	-12	8	1.1	-7	0	1
CCc1nc2c(c(=O)c3ccccc3n2C)c(=O)n1C1CCCCCC1	4	-3	0.9	-8	11	-0.6	5	13	5
COc1ccc(-c2cc(C(=O)N3CCN(Cc4ccccc4)CC3)no2)cc1OC	10	1	-0.3	3	2	0.3	2	-4	-2
COc1ccc(NC(=O)N2CCN(C(=O)Nc3ccc(OC)cc3)CC2)cc1	11	0	0.2	-9	-7	-1.8	-6	-6	-4
